PAX8 inh HTS: PAX8 transcriptional activity inhibition | RMG-I TPO-luciferase reporter, SteadyGlo, 24 h | inhibition, % at 12.6 µM | actives 1.2% (n = 360,000);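 active means mean replicate inhibition at least 60% with every replicate also reaching 60%; inconclusive means only one of the two criteria is met; inactive means mean below 60% and not all replicates reaching 60%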;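 further: luciferase light reporting Pax8 driven TPO promoter activity; plate controls were median of neutral control wells for no effect and mitoxantrone controls for full effect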
Casp6 inh: inhibitors of human caspase-6. actives 0.53% (n = 350,000). purified caspase-6, Z-VEID-R110 cleavage fluorescence. P55212. AID 686996. inhibition, % at 12.5 µM;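 active means mean inhibition across replicates at least about 35%, with every replicate also reaching that limit, limit read from the data; inconclusive means only one of the two criteria met; inactive means neither criterion met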;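 further: 0% = median of neutral control wells and 100% = no fluorescence left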
Target sequence (P55212 24-179 limits assumed): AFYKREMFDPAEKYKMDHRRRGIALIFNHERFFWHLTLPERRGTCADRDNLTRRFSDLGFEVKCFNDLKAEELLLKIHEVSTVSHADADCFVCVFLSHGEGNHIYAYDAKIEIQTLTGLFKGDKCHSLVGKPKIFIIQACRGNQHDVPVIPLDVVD
Target sequence (P55212 194-293 limits assumed): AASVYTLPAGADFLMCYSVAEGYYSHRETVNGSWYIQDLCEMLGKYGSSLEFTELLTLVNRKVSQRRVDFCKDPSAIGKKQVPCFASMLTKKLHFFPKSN
DENV2 CPE: inhibitors of DENV2 cytopathic effect; DENV2-infected cells, cytopathic effect rescue, plate reader; actives 1.7% (n = 350,000); CPE inhibition, % at 9.99 µM; in the data active means CPE inhibition above about 20%, passing the limit was not always enough; inconclusive means no clear call, values can overlap the other calls; tested in BHK-21 cells;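 further: 0% = median of neutral control wells and 100% = median of positive control wells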
ARNT-TACC3 inh: disrupts binding between human ARNT and TACC3 | Q9Y6A5 | AlphaScreen His-ARNT PAS-B/GST-TACC3 binding, luminescence; TACC3 fragment carries E629A point mutation | inhibition, % at 9.99 µM | actives 0.66% (n = 390,000);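 active means mean inhibition of replicates at least 50% and at least half of replicates each reaching 50%; inconclusive means half or more replicates reach 50% but mean below 50%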;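 further: 0% = complete ARNT plus TACC3 wells and 100% = ARNT alone without TACC3; many hits fall short of the cut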
SIRT5 inh: inhibitors of human sirtuin-5 desuccinylase. Q9NXA8. Purified SirT5, succinyl-peptide AMC, trypsin-coupled fluorescence. inhibition, % at 15 µM. actives 1.1% (n = 330,000); in the data active means inhibition above about 15%; inconclusive means no clear call, values can overlap the other calls
Target sequence (Q9NXA8 whole entry, looked up): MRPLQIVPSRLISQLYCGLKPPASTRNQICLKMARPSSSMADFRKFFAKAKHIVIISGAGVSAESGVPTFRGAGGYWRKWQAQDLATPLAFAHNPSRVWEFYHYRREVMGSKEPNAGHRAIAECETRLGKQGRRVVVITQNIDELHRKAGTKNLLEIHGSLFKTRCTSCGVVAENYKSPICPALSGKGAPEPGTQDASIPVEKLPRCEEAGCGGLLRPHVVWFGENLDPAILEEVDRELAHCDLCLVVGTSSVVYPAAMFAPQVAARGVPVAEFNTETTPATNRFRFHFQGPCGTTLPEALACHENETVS
LGR2 antag: blocks bursicon-induced cAMP signaling via Drosophila LGR2 | inhibition, % at 9.99 µM | actives 0.35% (n = 380,000) | HEK293 LGR2, CRE-luciferase, bursicon-stimulated, 4 h | AID 720647;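 active means drop in luminescence signal, shown as inhibition above about 50% in the replicate tests, limit read from the data, passing the limit was not always enough; inconclusive means probably only some replicates passing the limit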;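 further: agonist challenge used bursicon conditioned medium at about half maximal strength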
EWS-Fli inh: EWS/Fli transcriptional activity inhibition | A673 NR0B1-luciferase reporter, viability-normalised | actives 0.67% (n = 350,000) | AID 651661 | inhibition, % at 12.6 µM;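 active means mean inhibition of at least 50% after viability correction, with every replicate also passing that limit; inconclusive means mean reaches 50% but only one of two replicates passes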;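 further: firefly luciferase signal divided by Alamar Blue viability fluorescence both relative to DMSO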
* = called active by the depositor; ? = inconclusive; . = not tested or not shown; & = joins results of further samples.

#1 COc1cccc(OCC(=O)Nc2ccccc2C(N)=O)c1
#2 Cc1ccc(S(=O)(=O)Nc2ccc3c(c2)C(=O)N(C)[C@@H]2CC[C@H](CC(=O)NCCc4ccncc4)O[C@H]2CO3)cc1
#3 CN(C)C(=O)C[C@H]1CC[C@@H]2[C@H](COc3ccc(NC(=O)c4ccc(F)c(F)c4)cc3C(=O)N2C)O1
#4 C[C@H]1CN([C@@H](C)CO)S(=O)(=O)c2ccc(C#Cc3ccccc3)cc2O[C@H]1CN(C)C(=O)Nc1ccc2c(c1)OCO2
#5 COc1ccc(CC2(CO)CCN(S(=O)(=O)c3c(C)nn(C)c3C)CC2)cc1
#6 CCN(CC(=O)Nc1c(F)cccc1F)C(=O)CCc1c[nH]c2ccccc12
#7 O=C1C2C(c3cccc(/C=C/c4ccccc4)c3)CC=CC2C(c2ccc(C(F)(F)F)cc2)N1Cc1ccccc1 (centres undefined)
#8 O=C(/C=C/c1ccccc1)C1=C(O)C(=O)N(CCO)C1c1cccc([N+](=O)[O-])c1 (centres undefined)
#9 CCOc1ccc(C(=O)Nc2ccccc2NC(C)=O)cc1OCC
#10 Cc1ccc(C)c2[nH]c(=O)c(CCNC(=O)CCc3ccccc3)cc12
Assay by compound | 1 | 2 | 3 | 4 | 5 | 6 | 7 | 8 | 9 | 10
ARNT-TACC3 inh | . | -4 | 1 | -6 | -12 | -4 | 3 | . | -5 | -6
DENV2 CPE | . | 6 | 5 | -5 | 4 | -1 | -4 | -6 | 11 | 0
EWS-Fli inh | . | 0 | -6 | 10 | -1 | 5 | -15 | -3 | -1 | -10
SIRT5 inh | 29* | 0 | -9 | 0 | -3 | 5 | -1 | -3 | . | -1
LGR2 antag | . | 6 | 4 | 6 | 30 | 22 | -11 | -7 | 9 | 6
Casp6 inh | -2 | -1 | 1 | 3 | 1 | 1 | -4 | 1 | 1 | 0
PAX8 inh HTS | -79 | -7 | -13 | 55 | -9 | 31 | -22 | -3 | -22 | 7

#11 Cc1ccc(S(=O)(=O)N(C)C[C@@H]2OCCCC[C@H](C)Oc3ccc(NS(=O)(=O)c4ccccc4)cc3C(=O)N([C@@H](C)CO)C[C@@H]2C)cc1
#12 Cc1noc(C)c1NC(=O)N(C)C[C@H]1OCCCC[C@@H](C)Oc2ccc(NC(=O)c3ccccc3)cc2C(=O)N([C@H](C)CO)C[C@@H]1C
#13 Cc1ccc(C(=O)c2sc3c(c2N)c(=O)[nH]c(=O)n3CCc2ccccc2)cc1
#14 CC1=NN(C(=O)c2csc(C)c2C)C(O)(C(F)(F)F)C1 (centres undefined)
#15 CO[C@@H]1CN(C)C(=O)c2ccc(NC(=O)C3CC3)cc2OC[C@@H](C)N(Cc2ccccc2)C[C@H]1C
#16 O=C(COC(=O)CNS(=O)(=O)c1c(Cl)cccc1Cl)Nc1cccnc1Cl
#17 CCOC(=O)C1CCN(C(=O)Cn2nc(C)n3c(cc4cc(C)ccc43)c2=O)CC1
#18 CNC(=S)Nc1cc(C)ccc1OC(F)F
#19 COC(=O)c1cc2c(s1)-c1ccc(OC)cc1CC2
#20 CN1c2ccc(Br)cc2[C@H]2[C@H](CCN2C(=O)Cc2cccnc2)[C@H]1CO
Assay by compound | 11 | 12 | 13 | 14 | 15 | 16 | 17 | 18 | 19 | 20
ARNT-TACC3 inh | -3 | -3 | -4 | . | 8 | -4 | -5 | -3 | . | 7
DENV2 CPE | -1 | -7&-4 | . | -4 | 16 | . | 8 | 9 | -3 | ?
EWS-Fli inh | 9 | -3&-7 | . | 8 | 2 | . | . | 6 | 6 | 12
SIRT5 inh | 1 | 0&-2 | . | -4 | 2 | . | 3 | -1 | -60 | 2
LGR2 antag | 18 | 1&8 | -10 | 0 | -12 | -6 | 9 | -3 | -86 | -2
Casp6 inh | 0 | 6&1 | . | 2 | . | . | -2 | 32 | 6 | 2
PAX8 inh HTS | 20 | 7&-3 | -7 | 35 | . | 21 | 4 | 6 | -35 | 5

#21 Cn1c(SCC(=O)Nc2ccccc2[N+](=O)[O-])nnc1C(F)(F)F
#22 Cc1noc(C)c1S(=O)(=O)N(C)C[C@@H]1OCCCC[C@@H](C)Oc2ccc(NC(=O)C3CCCCC3)cc2C(=O)N([C@H](C)CO)C[C@@H]1C
#23 COc1cccc(-c2ccc3c(c2)[C@@H]2[C@@H](CCN2C(=O)C2CCCC2)[C@@H](CO)N3)c1
#24 O=C(Cc1ccccc1)N[C@@H]1C=C[C@@H](CC(=O)N2CCCCC2)O[C@H]1CO
#25 O=C(CCc1nc2ccccc2c(=O)[nH]1)NCCN1C(=O)S/C(=C\c2ccc(Cl)cc2Cl)C1=O
#26 CO[C@H]1CN(C)C(=O)c2ccc(NC(=O)CC(F)(F)F)cc2OC[C@H](C)NC[C@H]1C
#27 COc1ccc(C#Cc2cnc3c(c2)C(=O)N([C@H](C)CO)C[C@H](C)[C@H](CN(C)C(=O)NC(C)C)O3)cc1OC
#28 COc1ccccc1-c1cc(NC=O)c2ncc(-c3cccc(C(F)(F)F)c3)n2c1
#29 COc1ccc(N2CCN(C(=O)C3CC(O)CN3S(=O)(=O)c3ccc([N+](=O)[O-])cc3)CC2)cc1 (centres undefined)
#30 Cn1c(-c2ccccc2)c[n+]2c1-c1ccccc1C2
Assay by compound | 21 | 22 | 23 | 24 | 25 | 26 | 27 | 28 | 29 | 30
ARNT-TACC3 inh | -9 | -6 | . | . | 9 | . | -1 | . | 30 | -10
DENV2 CPE | 4 | 1 | -6 | -4 | ? | -2 | -4 | 2 | -4 | -2
EWS-Fli inh | 3 | -4 | 4 | 1 | -71 | . | -6 | -18 | -9 | 10
SIRT5 inh | -3 | 1 | 5 | 1 | -1 | . | -1 | . | -6 | -2
LGR2 antag | 17 | 16 | -7 | 2 | -13 | -22 | -10 | 1 | 12 | .
Casp6 inh | 1 | 0 | -1 | -7 | -1 | -2 | 4 | 1 | 1 | -1
PAX8 inh HTS | -4 | -3 | 60 | -16 | 5 | . | . | 37 | -21 | 25

#31 Cn1c(=O)c2c([nH]c(=S)n2CCCc2ccccc2)n(C)c1=O
#32 C[C@H](O)C#Cc1ccc2c(c1)O[C@@H](CN(C)C(=O)CN(C)C)[C@@H](C)CN([C@H](C)CO)S2(=O)=O
#33 O=C(/C=C/c1ccc(Br)cc1)NCCCn1ccnc1
#34 COc1ccc(C#Cc2cnc3c(c2)C(=O)N([C@@H](C)CO)C[C@@H](C)[C@@H](CN(C)C(=O)CN(C)C)O3)cc1
#35 COC(=O)C(NC(C)=O)(Nc1cccc(C)n1)C(F)(F)F (centres undefined)
#36 O=C(CSc1nc2c(cnn2-c2cccc(Cl)c2)c(=O)[nH]1)NCC1CCCO1 (centres undefined)
#37 c1ccc(-c2nc(-c3ccco3)n3ccccc23)cc1
#38 COc1ccc(CN(C)C(=O)Cc2ccc(OC)c(S(=O)(=O)N3CCOCC3)c2)cc1
#39 CCN(CC(=O)Nc1ccccc1C(F)(F)F)C(=O)c1cc(S(=O)(=O)N(C)C)ccc1N1CCCC1
#40 Cc1ccc(C(C(=O)NCC2CCCO2)N(C(=O)c2snc(C(N)=O)c2N)c2ccccc2F)o1 (centres undefined)
Assay by compound | 31 | 32 | 33 | 34 | 35 | 36 | 37 | 38 | 39 | 40
ARNT-TACC3 inh | 1 | 7 | 4 | . | -6 | -5 | -6 | 7 | -1 | -2
DENV2 CPE | 0 | -6 | ? | -2 | 7 | 7 | -1 | -8 | -1 | -5
EWS-Fli inh | 2 | -3 | -1 | -9 | 4 | 5 | -40 | -4 | 10 | 5
SIRT5 inh | 0 | -4 | -2 | -3 | -3 | 1 | -5 | 3 | -1 | -5
LGR2 antag | 4 | -28 | -2 | 10 | 5 | 8 | 10 | -7 | 5 | 2
Casp6 inh | 0 | 0 | -4 | . | -3 | -2 | 2 | -113 | 1 | 4
PAX8 inh HTS | 2 | . | -26 | . | -5 | -3 | 12 | -18 | 15 | 6

#41 O=C(Nc1ncc(Cc2cccc(Cl)c2)s1)c1ccc([N+](=O)[O-])cc1
#42 C[C@@H]1CN([C@H](C)CO)S(=O)(=O)c2ccc(C#Cc3ccccc3)cc2O[C@H]1CN(C)C(=O)Nc1ccc2c(c1)OCO2
#43 COc1cccc(OCc2cc(C(=O)N(C)C3CCOCC3)no2)c1
#44 COCC(=O)Nc1ccc2c(c1)C(=O)N(C)C[C@H](OC)[C@H](C)CN(Cc1cc(F)ccc1F)[C@@H](C)CO2
#45 Cc1cccnc1NC(=O)c1ccc(Br)o1
#46 CC(=O)NC(C(=O)N1CCC(c2nc3ccccc3s2)CC1)C(C)C (centres undefined)
#47 CCCn1c(NC(=O)C2CCN(C(=O)c3ccccc3C)CC2)nc2ccccc21
#48 Cc1cccc(N2CCN(C(=O)c3oc4ccc(Br)cc4c3C)CC2)c1C
#49 COc1ccc(C(=O)Nc2c(N)nc(SCC(=O)N3CCC(C)CC3)[nH]c2=O)cc1
#50 CSc1ncccc1C(=O)N(C)CC(=O)Nc1cccc(F)c1
Assay by compound | 41 | 42 | 43 | 44 | 45 | 46 | 47 | 48 | 49 | 50
ARNT-TACC3 inh | -7 | -2&-4 | -19 | 2 | -3 | 2 | -8 | -9 | -2 | -6
DENV2 CPE | . | -3&-19&-29 | -6 | -6 | -5 | 5 | 9 | 7 | 1 | -3
EWS-Fli inh | . | 19&24&26 | . | -5 | -8 | . | 37 | -2 | . | -5
SIRT5 inh | . | -1&3&3 | 2 | -2 | 2 | -6 | -1 | -5 | 0 | 0
LGR2 antag | -7 | -7&-13 | 13 | 14 | 7 | 10 | -17 | -10 | -26 | -11
Casp6 inh | . | -2&2&2 | 3 | -2 | -4 | 1 | 1 | -1 | -1 | -2
PAX8 inh HTS | -8 | 8 | -3 | 4 | -9 | 11 | 12 | -13 | -20 | 0

4 entries out of the list, ordered by count of non-hydrogen atoms, largest number first:
#42 C[C@@H]1CN([C@H](C)CO)S(=O)(=O)c2ccc(C#Cc3ccccc3)cc2O[C@H]1CN(C)C(=O)Nc1ccc2c(c1)OCO2
#49 COc1ccc(C(=O)Nc2c(N)nc(SCC(=O)N3CCC(C)CC3)[nH]c2=O)cc1
#48 Cc1cccc(N2CCN(C(=O)c3oc4ccc(Br)cc4c3C)CC2)c1C
#45 Cc1cccnc1NC(=O)c1ccc(Br)o1
Assay by compound | 42 | 49 | 48 | 45
ARNT-TACC3 inh | -2&-4 | -2 | -9 | -3
DENV2 CPE | -3&-19&-29 | 1 | 7 | -5
EWS-Fli inh | 19&24&26 | . | -2 | -8
SIRT5 inh | -1&3&3 | 0 | -5 | 2
LGR2 antag | -7&-13 | -26 | -10 | 7
Casp6 inh | -2&2&2 | -1 | -1 | -4
PAX8 inh HTS | 8 | -20 | -13 | -9

Following part
#51 Cc1ccc(S(=O)(=O)N(C)C[C@H]2OCCCC[C@H](C)Oc3ccc(NS(=O)(=O)c4ccc(F)cc4)cc3C(=O)N([C@@H](C)CO)C[C@H]2C)cc1
#52 O=C(CNC(=S)N(Cc1ccc(F)cc1)C1CCCCC1)NCC1CCCO1 (centres undefined)
#53 CCc1nnc(NC(=O)CSc2nccn2-c2cccc(C)c2)s1
#54 CN(C(=O)c1cccc(C#CC(C)(C)O)c1)C1CCCN(Cc2ccccc2F)C1 (centres undefined)
#55 Cc1c(O)cc2c(c1O)C(=O)CC(c1ccc(O)cc1)O2 (centres undefined)
#56 COc1ccccc1NS(=O)(=O)c1ccc(C(=O)NCC(c2ccco2)N2CCCCC2)cc1 (centres undefined)
#57 CS(=O)(=O)N1CC(=O)N2[C@H](C1)[C@@H](c1ccc(C#CCc3ccccc3)cc1)[C@@H]2CO
#58 CCC(C)(C)n1nnnc1C(c1cccnc1)N1CCC(Cc2ccccc2)CC1 (centres undefined)
Assay by compound | 51 | 52 | 53 | 54 | 55 | 56 | 57 | 58
ARNT-TACC3 inh | -9 | -7 | . | . | -1 | 3 | . | 44
DENV2 CPE | -1 | 3 | ? | -6 | ? | 3 | 14 | -3
EWS-Fli inh | 2 | -1 | 0 | 2 | 1 | 1 | 4 | 1
SIRT5 inh | 25* | -1 | -1 | -11 | . | 0 | 4 | -1
LGR2 antag | 11 | 7 | -9 | 3 | -16 | -2 | 10 | 26
Casp6 inh | 0 | 0 | -1 | 1 | 46* | 0 | 1 | 2
PAX8 inh HTS | 19 | 3 | 3 | 28 | . | -6 | -12 | -5

Compound activity from PubChem.
